NOD2 RIPK2 PPI – NOD2-RIPK2 binding disruptors in cells, primary screen, fluorescence, CHO cells, BLA complementation; Receptor-interacting serine/threonine-protein kinase 2 (Homo sapiens), O43353; CCF4 ratio; inhibition, % at 4.98 µM; hit rate 0.38% among 360,000; AID 624267, 2012; in the data active = inhibition above about 21%;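 also: 0% = vehicle only and 100% = reference blocker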
NR2F2 inh – NR2F2 transcriptional activity inhibitors, primary screen, cell-based, luciferase reporter, HEK293T, luminescence | COUP transcription factor 2 (Homo sapiens), P24468 | HEK293T NGFI-A luciferase reporter | inhibition, % at 8.6 µM | hit rate 0.7% among 370,000;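 active = inhibition above a per-plate cutoff, mean inhibition of test wells between control levels plus 3 SD, cut at about 38% in these data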;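 also: cells cotransfected with COUP-TFII expression vector driving the NGFI-A reporter; 0% = median of COUP-TF2 test wells and 100% = reporter-only cells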
Target sequence (P24468 whole entry, looked up): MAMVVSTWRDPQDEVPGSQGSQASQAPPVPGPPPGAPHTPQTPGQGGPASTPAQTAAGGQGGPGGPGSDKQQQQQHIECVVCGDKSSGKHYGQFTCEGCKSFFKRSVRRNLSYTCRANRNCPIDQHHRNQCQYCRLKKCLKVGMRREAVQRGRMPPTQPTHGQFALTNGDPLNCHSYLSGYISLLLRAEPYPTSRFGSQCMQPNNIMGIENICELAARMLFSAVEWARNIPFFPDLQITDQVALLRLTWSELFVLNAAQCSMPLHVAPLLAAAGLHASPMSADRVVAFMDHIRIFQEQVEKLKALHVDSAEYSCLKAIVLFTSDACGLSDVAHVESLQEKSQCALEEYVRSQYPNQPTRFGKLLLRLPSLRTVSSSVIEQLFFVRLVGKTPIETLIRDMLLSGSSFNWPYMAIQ
TLR9-MyD88 block – inhibitors of TLR9-MyD88 association in cells, primary screen, cell-based, CHO, BLA complementation, fluorescence. CCF4 FRET ratio. inhibition, % at 4.98 µM. AID 504734, 2011. hit rate 0.21% among 340,000;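 active = inhibition above the mean over all tested compounds plus 3 SD, cut at about 21% in these data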;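 also: 0% = DMSO only wells and 100% = clavulanate BLA inhibitor control wells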
ABHD5-PLIN5 inh – ABHD5-PLIN5 interaction inhibitors, primary screen, cell lysate, split luciferase complementation, luminescence | Perilipin-5 (Homo sapiens) + 1-acylglycerol-3-phosphate O-acyltransferase ABHD5 (Homo … | Split G. princeps luciferase complementation, 4 h | inhibition, % at 4 µM | hit rate 0.78% among 360,000;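 active = inhibition above the mean inhibition across every tested compound plus 3 SD, cut at about 22% in these data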;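 also: 0% = DMSO only wells and the 100% control is not disclosed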
SRC3 inh – SRC3 coactivator transcriptional activity inhibitors, primary screen, cell-based, luminescence; hit rate 0.17% among 360,000; inhibition, % at 3.6 µM; Nuclear receptor coactivator 3 (Homo sapiens), Q9Y6Q9; HEK293 GAL4-SRC3 luciferase reporter;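 active = inhibition above a per-campaign cutoff, the mean of all compounds plus 3 SD, cut at about 60% in these data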;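 also: 0% = DMSO-treated cells and 100% = gossypol-treated cells at 36 µM; higher means less SRC3-driven luciferase light from the GAL4 reporter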
TWEAK-Fn14 inh – inhibitors of TWEAK-Fn14 signaling, primary screen, luciferase reporter cells, uHTS. inhibition, % at 10 µM. TWEAK-stimulated Fn14 reporter cells, luciferase luminescence, 8 h. hit rate 2% among 360,000; in the data active = inhibition above about 50%
SRC2 inh – inhibition of GAL4-SRC2 driven luciferase reporter, primary screen, SRC2 inhibitor project, cell-based, luminescence | inhibition, % at 9 µM | Nuclear receptor coactivator 2 (Homo sapiens), Q15596 | AID 651957, 2012 | HEK293 GAL4-SRC2 luciferase reporter | hit rate 0.17% among 370,000;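 active = inhibition above the mean inhibition of all tested compounds plus 3 SD, set per campaign, cut at about 52% in these data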;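 also: 0% = DMSO treated cells and 100% = cells given Gossypol at 36 µM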
TROY signal inh – inhibitors of TROY-driven NF-kB signaling, primary screen, Q293 LMP1-TROYcd cells, NF-kB luciferase, uHTS | Q293 LMP1-TROYcd NF-kB luciferase reporter, 4 h | inhibition, % at 10 µM | AID 1347056, 2019 | hit rate 0.98% among 360,000;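 active = compounds whose plate-normalised and pattern-corrected inhibition of the luciferase reporter signal at the single screening dose is 50% or more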
Exocytosis inh – LAMP-1 surface exposure blockers, TALL-104 cells – cell-based, flow cytometry, MLPCN library, primary screen. hit rate 0.66% among 360,000. TALL-104 LAMP-1 surface exposure; cells stimulated with thapsigargin and PMA. inhibition, % at 10 µM;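 active = inhibition above about 55%, limit read from the data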
LRH-1 inv ag – LRH-1 (NR5A2) inverse agonists, primary screen, cell-based, luminescence, HEK293T, StAR-luciferase reporter; inhibition, % at 3.6 µM; LRH-1 transfected, 24 h; hit rate 0.13% among 360,000; Nuclear receptor subfamily 5 group A member 2 (Homo sapiens), O00482; AID 602396, 2012;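 active = inhibition above the mean inhibition of all tested compounds plus 3 SD, cut at about 73% in these data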;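 also: 0% = DMSO wells and 100% = reporter-only cells lacking LRH-1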
Target sequence (O00482 whole entry, looked up): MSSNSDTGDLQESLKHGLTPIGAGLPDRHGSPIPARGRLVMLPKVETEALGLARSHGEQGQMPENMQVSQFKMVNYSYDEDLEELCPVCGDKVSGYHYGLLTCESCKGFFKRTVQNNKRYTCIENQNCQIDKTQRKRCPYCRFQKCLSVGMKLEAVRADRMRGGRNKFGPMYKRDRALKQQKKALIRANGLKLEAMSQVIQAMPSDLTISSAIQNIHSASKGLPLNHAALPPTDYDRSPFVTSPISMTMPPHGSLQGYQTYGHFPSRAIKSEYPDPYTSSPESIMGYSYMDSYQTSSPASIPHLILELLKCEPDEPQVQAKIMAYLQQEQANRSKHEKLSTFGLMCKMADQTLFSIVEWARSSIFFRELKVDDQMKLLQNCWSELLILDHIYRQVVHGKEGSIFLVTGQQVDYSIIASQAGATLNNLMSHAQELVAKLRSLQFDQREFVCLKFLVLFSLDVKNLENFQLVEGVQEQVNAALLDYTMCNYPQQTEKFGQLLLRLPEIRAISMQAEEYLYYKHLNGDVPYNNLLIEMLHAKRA
SRC1 inh – SRC1 coactivator transcriptional activity inhibitors, primary screen, cell-based, luminescence | AID 588354, 2011 | Nuclear receptor coactivator 1 (Homo sapiens), Q15788 | hit rate 0.12% among 360,000 | HEK293 GAL4-SRC1 luciferase reporter | inhibition, % at 3.6 µM;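 active = inhibition above the campaign mean plus 3 SD, with each screening campaign given its own cutoff, cut at about 60% in these data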;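 also: 0% = DMSO treated cells and 100% = gossypol at 36 µM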
* = called active by the depositor; nt = no result given.

SMILES	TROY signal inh	LRH-1 inv ag	ABHD5-PLIN5 inh	NR2F2 inh	Exocytosis inh	SRC3 inh	SRC1 inh	NOD2 RIPK2 PPI	TWEAK-Fn14 inh	TLR9-MyD88 block	SRC2 inh
CC1CCc2cc(F)ccc2N1C(=O)CSc1nnc(-c2cccs2)n1C (stereo unspecified)	9	-5	2	-4	-2	11	10	1	17	-12	1
CC1CCN(C(=O)c2[nH]cnc2C(=O)Nc2ccc(Cl)cc2)CC1	7	-4	-6	-23	-8	16	0	-4	-5	5	1
O=[N+]([O-])c1cccc(N/N=C/c2cccc(O)c2O)c1	-40	-25	0	-4	0	-15	-39	-10	-24	-1	6
O=C(/C=C/C=C/c1ccc2c(c1)OCO2)N1CCCCC1	-76	-79	-5	-21	2	-38	-86	-5	-9	-2	-39
CN1CCN(S(=O)(=O)c2ccc(NC(=O)c3ccco3)cc2)CC1	-6	-9	-2	10	4	2	-1	-16	-8	-6	-9
Cc1ncccc1C(=O)N1CCCC(c2cc(C(=O)Nc3ccc(C(C)(C)C)cc3)no2)C1 (stereo unspecified)	-4	19	10	40*	-8	-3	-1	2	6	nt	6
COc1ccc(C2c3[nH]c4ccccc4c3C[C@H]3C(=O)N(c4ccccc4C(=O)N4CCC[C@@H]4C(=O)O)C(=O)N23)cc1 (stereo partly specified)	9	1	-2	14	7	-6	-6	3	-12	-19	3
COc1cc(Cl)ccc1OC1(C)CCN(Cc2ccc(SC)cc2)C1 (stereo unspecified)	-13	-7	3	-2	-2	-1	3	-12	-13	nt	1

An excerpt from above, showing only TROY signal inh.
compound | TROY signal inh
CN1CCN(S(=O)(=O)c2ccc(NC(=O)c3ccco3)cc2)CC1 | -6
O=C(/C=C/C=C/c1ccc2c(c1)OCO2)N1CCCCC1 | -76

(further entries)
SMILES	TROY signal inh	LRH-1 inv ag	ABHD5-PLIN5 inh	NR2F2 inh	Exocytosis inh	SRC3 inh	SRC1 inh	NOD2 RIPK2 PPI	TWEAK-Fn14 inh	TLR9-MyD88 block	SRC2 inh
CCN(CC)S(=O)(=O)c1ccc(NN=c2c(=O)c3ccccc3c2=O)cc1	-6	16	4	13	2	7	12	-11	-23	-4	-11
O=C(/C=C/c1cccc(Oc2ccccc2)c1)N1CCOCC1	-58	-95	7	-34	-1	-96	-62	-13	-32	6	-39
COc1ccc(CNC(=O)C(C)n2ccc3cc(S(=O)(=O)N4CCCCCC4)ccc32)cc1 (stereo unspecified)	10	-5	1	24	3	16	1	-4	11	-1	15
CC1(C)CC(=O)c2cc(NC(=O)c3ccccc3)c(=O)oc2C1	-25	-25	1	-9	-4	-24	-27	8	-25	2	-53
CCOc1ccc(C(C(=O)NCC2CCCO2)N(CCc2cccc(C)c2)C(=O)c2snc(C(N)=O)c2N)cc1 (stereo unspecified)	-28	-2	-9	5	8	13	-11	-5	6	5	-2
CCS(=O)(=O)N1CCCC(C(=O)NCCc2ccc(C)cc2)C1 (stereo unspecified)	-12	2	-1	-29	-3	14	-16	4	11	2	-13
CC(=O)N1CCN=C1SCc1cccc(Cl)c1	-29	5	4	-4	-2	3	-17	9	5	6	-34
O=C(CSc1nnc(-c2ccccc2)c(-c2ccccc2)n1)Nc1ccc(Br)cn1	8	-9	0	5	-1	8	-5	3	40	3	-1
O=C(Nc1ccnn1C1CCN(Cc2c[nH]c3ccccc23)CC1)c1ccccc1	0	16	3	2	1	2	-11	2	1	3	20
CC(C)n1c(=N)c(C(=O)NCCc2ccccc2)cc2c(=O)n3ccccc3nc21	-10	9	3	2	5	17	-1	-25	-23	-51	-20
CCOc1ccccc1C(=O)NCC(=O)NCC(c1ccco1)N1CCCCC1 (stereo unspecified)	1	8	2	9	3	7	-3	-2	2	-2	-15
CC(C)CC(=O)Nc1ccccc1N1CCN(C(=O)c2ccccc2)CC1	-2	15	-1	15	2	-2	-4	15	-1	-1	-12
CCN(CC)S(=O)(=O)c1ccc(C(=O)NCc2ccc(C)cc2)cc1	17	-8	-3	0	5	18	7	-11	-9	-5	-36
CNC(=O)c1cccnc1Nc1cccc(C(F)(F)F)c1	-21	-30	-3	-22	1	-27	-15	-1	-25	-1	-36
CCOC(=O)C1=C(C)NC(=O)NC1c1cn(-c2ccccc2)nc1-c1cccs1 (stereo unspecified)	-12	-6	-3	7	-3	12	3	5	-17	1	16
COc1ccc2[nH]cc(CCNC(=O)C3CCCCC3)c2c1	-6	2	-3	14	16	3	-8	3	-30	-1	22
CCCCCCSc1cccc(-c2nc3ccc(C)cn3c2NCc2ccccc2)c1	-36	-27	-22	-4	5	-4	-5	1	-17	-7	-33
Cc1cccc(CN2C(=O)CSc3ccc(C(=O)NC4CC4)cc32)c1	-8	50	-5	1	-11	-2	-6	-4	25	7	1
Cc1ccc(SCC(=O)NC2CC3CCC(C2)N3C)cc1 (stereo unspecified)	0	17	4	1	1	14	16	1	4	4	10
O=C(c1cc2cc([N+](=O)[O-])ccc2oc1=O)N1CCN(c2ncccn2)CC1	7	-11	1	1	1	-37	-2	2	-17	-5	-15
O=C(O)COc1ccccc1/C=N/Nc1ccc(S(=O)(=O)Nc2ccc(Cl)cc2)cc1[N+](=O)[O-]	18	-12	-4	15	1	3	-29	-4	-15	7	-10
Cc1cc(NC(=O)CSc2nccn2-c2cccc(Cl)c2)no1	12	-6	-2	-15	1	1	5	-5	4	3	0
CCC(=O)NCCCNc1nc2c(C)cccc2cc1C#N	2	6	2	1	0	11	5	-10	0	1	-14
CCCC(=O)Nc1ccc(C(=O)NNC(=S)NC(=O)c2cccs2)cc1	10	15	-1	8	0	9	-3	-21	31	2	3
CCc1ccc(Nc2ccc(S(=O)(=O)N3CCOCC3)cc2[N+](=O)[O-])cc1	26	16	1	-4	-2	5	-18	5	17	6	-5
COc1cccc(NC(=O)CCc2nc(-c3cccs3)no2)c1	8	13	-1	nt	-3	13	4	-12	-21	4	nt
Cc1ccc(S(=O)(=O)n2c([N+](=O)[O-])cnc2C)c(C)c1C	8	1	-8	-4	-3	4	-11	-6	8	6	20
O=C(O)CCNC(=O)/C(=C/C=C/c1ccccc1)NC(=O)c1ccccc1	3	-6	6	-15	3	2	11	-3	1	7	11
CCc1ccc(Nc2ncc3c(n2)CC(c2ccc(OC)cc2)CC3=O)cc1 (stereo unspecified)	-7	-36	2	10	-2	-10	-40	-11	-44	-7	10
CCOC(=O)C(C)S(=O)(=O)c1ccc(C(F)(F)F)cn1 (stereo unspecified)	15	-32	3	-11	0	6	-7	5	-4	-1	16
O=c1[nH]c(O)c(/C=C2\C=Nc3ccc(Br)cc32)[nH]1	-2	4	7	-15	2	6	-1	8	30	1	23
CCOC(=O)c1ccc(NNC(C)=O)c([N+](=O)[O-])c1	-3	8	2	8	2	10	-18	-2	2	-14	-7
COC(=O)[C@@]12C[C@@H](CC(=O)NCc3ccccc3)C(=O)N(CCc3ccc(OC)c(OC)c3)C1=CCC(C)(C)C2	nt	2	6	7	-2	nt	nt	-12	nt	nt	3
N#CC1C(=O)NC(=O)C(C#N)C12CCCc1sccc12 (stereo unspecified)	1	37	-5	26	4	0	-4	-6	-4	5	7
CSCCC(NS(=O)(=O)c1ccc(C)cc1)C(=O)NCCc1c[nH]c2ccccc12 (stereo unspecified)	-25	10	4	nt	2	25	3	5	17	1	nt
CC1(C)NC(C(=O)O)Cc2c1[nH]c1ccccc21 (stereo unspecified)	-3	2	-6	-15	-6	1	12	-3	1	3	5
CN(C)c1nc(N)c(C(=O)N=C(N)N)nc1Cl	-6	-19	-3	11	9	2	11	-3	-17	-3	-14
C[C@H]1CN([C@@H](C)CO)C(=O)c2cccc(NC(=O)C3CC3)c2O[C@H]1CN(C)S(=O)(=O)c1ccccc1	-3	9	-4	1	0	3	1	-3	-17	5	1
Cc1nn2c(-c3ccncc3)nnc2c2ccccc12	-6	-6	5	15	4	20	-6	-21	-37	-9	-55
CCCCC(=O)Nc1ccc(C(=O)NNC(=O)c2ccccc2Br)cc1	13	5	-1	nt	-2	14	7	-5	0	2	nt
O=C(CNC(=O)N1CC(=O)Nc2ccccc21)Nc1ccc(Br)cc1F	0	-1	1	-11	5	6	-20	-10	-25	-3	17
O=C(Cc1ccccc1Cl)NNC(=O)Nc1ccccc1	-17	-5	0	3	1	22	1	-10	14	-4	-11
CC(C)Cc1nnc(NC(=O)CCC(=O)N2CCN(c3ccc(Cl)cc3)CC2)s1	-2	-4	1	6	0	-12	-6	-12	9	4	0
CC(Nc1cc(N2CCOCC2)ccc1[N+](=O)[O-])c1ccccc1 (stereo unspecified)	-15	-1	1	-1	-4	-9	-14	-9	-26	6	-5

Screening data: PubChem BioAssay, several laboratories

These rows are one share of the data (hit frequency here may not be typical).
